High-throughput results deposited in PubChem by National Center for Advancing Translational Sciences (NCATS).
POLK inh: qHTS for Inhibitors of Polymerase Kappa | actives 0.53% (n = 400,000) | AID 588579, 2011 | Potency, µM (highest dose often 107 µM), for inactives: at the highest dose activity, negative = inhibition, most hits filed as inhibitors | purified Pol kappa, fluorescent DNA synthesis assay, 10 min; further: on the % scale 0 is the no-effect control and ±100 the full control effect
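Inhibition of 10 nM Pol kappa is measured by a fluorescent read-out at 0 and 10 min following addition of 50 nM substrate (final), with a 15-min room-temperature compound preincubation.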
Pol iota inh: qHTS for Inhibitors of Polymerase Iota; DNA polymerase iota (Homo sapiens), Q9UNA4; Pol iota fluorescent replication assay, 10 min; Potency, µM (doses to about 115 µM), for the others: at the top dose activity, negative = inhibition, most hits filed as inhibitors; actives 1% (n = 390,000); AID 588590, 2011
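Pol iota at 10 nM preincubated 15 min with compounds at room temperature; reaction started with fluorescent substrate, 50 nM final. Fluorescence read kinetically at 0 and 10 min; buffer-only wells as negative control.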
APE1 inh: qHTS Assay for Inhibitors of the Human Apurinic/apyrimidinic Endonuclease 1 (APE1). actives 0.35% (n = 350,000). recombinant APE1, TAMRA/BHQ-2 abasic DNA cleavage fluorescence. Potency, µM (highest dose often 65.8 µM), inactives show at the top dose activity change, negative = inhibition, most hits filed as inhibitors;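 further: plate controls were vehicle for no effect and reference inhibitor for full effect; nearly all actives have a fitted effect of over 55% in size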
Target sequence (P27695 whole entry, looked up): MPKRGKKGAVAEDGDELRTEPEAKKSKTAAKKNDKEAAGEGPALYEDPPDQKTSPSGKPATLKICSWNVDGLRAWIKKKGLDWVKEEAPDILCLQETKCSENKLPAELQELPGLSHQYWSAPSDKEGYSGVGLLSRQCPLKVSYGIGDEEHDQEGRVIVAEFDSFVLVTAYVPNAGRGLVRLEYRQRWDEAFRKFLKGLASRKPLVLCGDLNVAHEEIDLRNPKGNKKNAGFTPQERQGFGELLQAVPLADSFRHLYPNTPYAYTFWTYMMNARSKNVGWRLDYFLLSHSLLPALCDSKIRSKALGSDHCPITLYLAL
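Measures dequenching upon AP-site incision of a 5'-TAMRA/3'-BHQ-2 THF-containing duplex, 50 nM; human APE1 0.75 nM after 15 min room-temperature exposure to compound; kinetic three-point read at one-minute spacing.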
Pol beta inh: qHTS Assay for Inhibitors of DNA Polymerase Beta. P06746. Pol beta primer extension/strand displacement, fluorescence kinetic. Potency, µM (highest dose often 114 µM), inactives show at the highest dose activity change, negative = inhibition, most hits filed as inhibitors. actives 1.3% (n = 340,000). AID 485314, 2010; further: on the % scale 0 is the no-effect control and ±100 the full control effect
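Pol beta (10 nM) and compounds were preincubated 15 min at room temperature, then 50 nM substrate (final) started primer extension/strand displacement. Reads were taken at 0 and 10 min; concentration-response data were fitted to a four-parameter Hill equation.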
BLM inh: qHTS Assay for Inhibitors of Bloom's syndrome helicase (BLM); recombinant BLM DNA unwinding, fluorescence dequenching; Potency, µM (highest dose often 56.1 µM), inactives show at the highest dose activity change, negative = inhibition, hits mostly inhibitors; actives 0.2% (n = 350,000);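 further: plate controls were vehicle for no effect and no enzyme for full effect; nearly all actives have a fitted effect of over 35% in size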
Pol eta inh: qHTS for Inhibitors of Polymerase Eta | DNA polymerase eta (Homo sapiens), Q9Y253 | recombinant Pol eta, fluorescent DNA replication assay | Potency, µM (top dose mostly 114 µM), without a hit: top-dose activity change, negative = inhibition, usual class: inhibitors | actives 1.2% (n = 390,000) | AID 588591, 2011; further: on the % scale 0 is the no-effect control and ±100 the full control effect
Target sequence (Q9Y253 whole entry, looked up): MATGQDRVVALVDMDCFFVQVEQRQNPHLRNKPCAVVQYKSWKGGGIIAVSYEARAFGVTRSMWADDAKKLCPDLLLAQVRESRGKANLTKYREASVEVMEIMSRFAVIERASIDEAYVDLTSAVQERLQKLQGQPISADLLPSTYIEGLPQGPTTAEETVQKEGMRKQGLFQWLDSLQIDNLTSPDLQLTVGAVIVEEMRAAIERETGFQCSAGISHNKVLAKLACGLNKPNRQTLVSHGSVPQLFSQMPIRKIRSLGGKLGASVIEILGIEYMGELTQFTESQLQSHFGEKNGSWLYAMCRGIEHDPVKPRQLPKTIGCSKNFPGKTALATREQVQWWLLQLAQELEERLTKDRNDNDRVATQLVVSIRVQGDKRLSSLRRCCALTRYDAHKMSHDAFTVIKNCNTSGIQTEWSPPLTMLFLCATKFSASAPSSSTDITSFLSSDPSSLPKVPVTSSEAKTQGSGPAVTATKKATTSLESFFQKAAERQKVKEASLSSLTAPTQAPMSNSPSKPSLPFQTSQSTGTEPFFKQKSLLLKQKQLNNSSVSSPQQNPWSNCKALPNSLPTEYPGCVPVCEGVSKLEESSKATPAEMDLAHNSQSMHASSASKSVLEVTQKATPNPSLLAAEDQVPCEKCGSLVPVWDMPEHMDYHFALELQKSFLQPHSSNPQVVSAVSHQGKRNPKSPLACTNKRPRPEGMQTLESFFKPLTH
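Pol eta (10 nM) was preincubated with compounds for 15 min at room temperature, after which fluorescent replication substrate (50 nM final) was added to start the reaction. Fluorescence was read kinetically at 0 and 10 min.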
G9a inh: qHTS Assay for Inhibitors of Histone Lysine Methyltransferase G9a; Potency, µM (highest dose often 102 µM), for inactives: top-dose activity, negative = inhibition, hits mostly inhibitors; Histone-lysine N-methyltransferase EHMT2 (Homo sapiens), Q96KQ7; actives 8.8% (n = 350,000); G9a H3K9 monomethylation, AlphaScreen, 2 h; further: on the % scale 0 is the no-effect control and ±100 the full control effect; nearly all actives have a fitted effect of over 75% in size
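Enzyme 20 nM + cpd, 15 min RT; add b-H3K9 pep 500 nM / SAM 20 uM; 2 h RT; anti-H3K9me1 Ab 0.5 ug/mL + SA donor / anti-rabbit acceptor beads 20 ug/mL each, 10 min; AlphaScreen read.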
BAZ2B block: qHTS Assay for Inhibitors of BAZ2B; Potency, µM (top dose mostly 114 µM), inactives show top-dose activity change, negative = inhibition, usual class: inhibitors; Bromodomain adjacent to zinc finger domain protein 2B (Homo sapiens), Q9UIF8; actives 4.4% (n = 360,000); AlphaScreen BAZ2B-H3K14Ac peptide displacement; further: on the % scale 0 is the no-effect control and ±100 the full control effect; nearly all actives have a fitted effect of over 60% in size
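AlphaScreen luminescence quantifies BAZ2B engagement of H3K14Ac peptide; the protein and biotinylated peptide are both at 50 nM final, buffer PBS pH 7.4 with 0.01% Tween-20, all steps at room temperature.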
Apoferritin bind: qHTS Assay for Identification of Novel General Anesthetics; Ferritin light chain (Equus caballus), P02791; actives 0.074% (n = 350,000); Potency, µM (top dose mostly 77.5 µM), inactives show top-dose activity change, negative = displacement, most hits filed as inhibitors; apoferritin/1-aminoanthracene competitive binding, fluorescence; further: on the % scale 0 is the no-effect control and ±100 the full control effect; nearly all actives have a fitted effect of over 20% in size
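Apoferritin-based anesthetic binding model; compound displacement of fluorescent 1-AMA measured as endpoint fluorescence after 10 minutes at room temperature, scaled to free-ligand and complex controls.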
* hit, by the source's call; ? = inconclusive; / = not tested or not shown; & = joins results of further samples; [ ] = dose if it differs, or a comment. The call rests on the fitted dose curve; in most records, active means well fitted curve in the direction sought with a large enough effect; inconclusive means small, poorly fitted or top-dose-only effect, or another doubt; inactive means no such curve, though single readings can be large; an effect the other way counts as inactive or inconclusive. Potency means the concentration at half of the fitted maximal effect. A portion of the library; count on the stated rates, not on these rows.

POLK inh | Pol iota inh | APE1 inh | Pol beta inh | BLM inh | Pol eta inh | G9a inh | BAZ2B block | Apoferritin bind | SMILES
-1% | 16% | -5% | 18% | 0% | -19% | -42% | ? | -6% | CCNC(=S)N(CCc1c(C)[nH]c2ccc(OC)cc12)Cc1cccnc1
-3%[60.1 µM] | 19% | / | -19% | 4% | -13% | 24%[59 µM] | 28% | / | COc1ccc(-c2cc3ccc(O)c(CN4CCCC4)c3oc2=O)cc1
-6% | -9% | / | 17% | -6% | -2% | -7%[59 µM] | -3% | 0% | CSc1ncc(C(=O)N2CCN(c3cc(C)ccc3C)CC2)c(C)n1
/ | / | 20% | 22% | -11% | / | 9%[59 µM] | -2% | -13% | Clc1ccc(-c2nn3c(-c4ccccn4)nnc3s2)c(Cl)c1
2% | 121%[activator] | 4% | ? | -4% | -11% | ? | -30% | -5% | Cc1ccc(NC(=S)Nc2ccc3cn[nH]c3c2)c(C)c1
5% | 21% | 0% | -23% | -2% | -17% | 0%[12.7 µM] | 6% | -3% | CCC(CC)C(=O)NC12CC3CC(CC(C3)C1)C2
-4% | 6% | 1% | 13% | 0% | -21% | ? | 1% | -12% | COC(=O)C1C(=O)c2c([nH]c(C(=O)OCCOC(C)C)c2C)CC1C (stereo unspecified)
2%[60.1 µM] | / | -3% | / | -3% | / | -9%[0.501 µM] | / | / | CCNc1ncc2nc(-c3cn(C)c4ccccc34)c(=O)n(Cc3ccc(F)cc3)c2n1
3% | ? | -7% | 2% | -2% | -8% | 8%[12.7 µM] | -6% | -6% | O=C(O)c1cccc(Nc2nc(N3CCOCC3)nc(N3CCOCC3)n2)c1
-4% | ? | ? | 50µM* | -10% | -9% | ? | -3% | -12% | CS(=O)(=O)c1ccc2nc(NC(=O)Nc3cccc(Cl)c3)sc2c1
-1% | ? | -2% | / | / | -3% | 10%[12.7 µM] | 0% | / | CC1CCC(NC(=O)COC(=O)c2ccc3ncsc3c2)CC1 (stereo unspecified)
1% | 23% | -5% | -12% | -11% | -16% | ? | -30% | 7% | Oc1csc(Cc2nc(-c3ccc(Br)cc3)cs2)n1
-17% | 155%[activator] | -3% | -11% | -7% | -17% | ? | 6% | 3% | Cc1nc(NC(=O)CSc2ccc(-c3nc4ccccc4[nH]3)cn2)sc1C
5% | 22% | 8%[12.4 µM] | 0% | 1% | -3% | 3%[59 µM] | 0% | -12% | CN(C)C(CNC(=O)c1ccc([N+](=O)[O-])cc1Cl)c1ccco1 (stereo unspecified)
-1% | 11% | 3% | 47% | 0% | -17% | 50µM* | -2% | -4% | COc1ccc(N2CCN(C3CCCN(C(=O)c4cccc(C)n4)C3)CC2)cc1 (stereo unspecified)
-1% | -12% | 0% | / | / | -23% | / | / | / | O=C(COc1ccc(F)cc1)NNC(=O)Cn1ccc(C(F)(F)F)n1
0% | 57%[activator] | 15%[12.4 µM] | 4% | 0% | -5% | -5%[59 µM] | 4% | -23% | CC1(C)C(=O)N(c2ccccc2F)C(=O)c2ccccc21
17% | -13% | / | 28% | 0% | / | -12%[59 µM] | -16% | -12% | CCCOc1cccc(C(=O)N(Cc2ccc(C)o2)C2CCS(=O)(=O)C2)c1 (stereo unspecified)
10%[60.1 µM] | / | 2% | / | -2% | / | 13%[12.7 µM] | / | / | COc1ccccc1CN1CC[C@@]2(CCCN(S(C)(=O)=O)C2)C1
-17% | -5% | / | 0% | -1% | -10% | 0%[59 µM] | -6% | -7% | Cc1cccc(CNC(=O)c2ccc(Cn3c(=O)c4cccn4c4cccnc43)cc2)c1
-36% | ? | -98% | / | / | 50µM* | 11%[2.33 µM] | 50µM* | / | C#CCOCCOCCOCCNc1nc(N2CCN(C(=O)CCCCCCCCCCNC(=O)[C@H]([C@@H](C)CC)n3cc(CCCCN=C(N)N)nn3)CC2)nc(N2CCN(C(=O)CCCCCCCCCCNC(=O)[C@H](CO)n3cc(CCCSC)nn3)CC2)n1
0% | -5% | -4% | -19% | -7% | -13% | -43%[59 µM] | -3% | -20% | COC(=O)c1cc2sccc2n1CC(=O)N1CCCc2ccccc21
-2% | 110%[activator] | 0% | -2% | -10% | -13% | ? | ? | -5% | COc1nccnc1NS(=O)(=O)c1ccc(NC(=S)NC(=O)c2ccccc2F)cc1
-22% | 62%[activator] | 0% | 5% | -9% | 10% | ? | -26% | -6% | O=C(Nc1cccnc1)c1ccc(Cl)cc1[N+](=O)[O-]
-3% | 13% | 10% | -11% | -1% | 0% | 24%[59 µM] | 5% | -5% | O=C1CNC(=O)c2c(nc3n2CCC3)N1

Carrying on.
POLK inh | Pol iota inh | APE1 inh | Pol beta inh | BLM inh | Pol eta inh | G9a inh | BAZ2B block | Apoferritin bind | SMILES
5% | 78%[activator] | 5% | 13% | -3% | -12% | 20%[12.7 µM] | -1% | -7% | Cc1cc(C(=O)NNC(=O)Nc2cccc(C(F)(F)F)c2)no1
-11% | 2% | 4% | 35% | -1% | -5% | -5% | -19% | -14% | O=C(NCc1ccccc1)NCC12CC3CC(CC(C3)C1)C2
-6% | -14% | -1% | ? | -4% | 8%&-6% | -34%[59 µM] | -31% | ? | Cc1ccc(C(=O)Nc2cccc(C(F)(F)F)c2)cc1NC(=O)c1csc(-c2ccncc2)n1
-3% | 121%[activator] | 0% | -2% | 1% | 1% | -1% | -13% | -2% | O=C1CCN(C(=S)NCCc2ccccc2)CC1
-2% | 1% | -2% | 4% | -5% | -14% | 10% | 1% | -21% | Cc1csc(SCc2nnc(-c3ccc(Cl)cc3)o2)n1
-5% | 62%[activator] | 35% | / | / | -10% | 7.9µM* | -22% | / | Cc1ccc2nc(SCC(=O)Nc3ccc4[nH]c(=O)[nH]c4c3)[nH]c2c1
-10% | 11% | 1% | 27% | -1% | 11% | 17% | 0% | -5% | Cc1onc(-c2ccccc2Cl)c1C(=O)N1CCC(C(N)=O)CC1
-14% | 38%[activator] | 3% | -5% | 3% | 3% | 5%[59 µM] | -2% | -7% | O=C(NC(c1ccccc1)c1ccccc1)C1CCCC1
1% | 8% | 0% | -24% | -3% | -21% | 0% | -2% | -11% | C=CCn1c(SCC#N)nc2sc(CC)cc2c1=O
-7% | 6% | 9% | / | / | -7% | / | / | / | C[C@]12c3[nH]c4ccc(Cl)cc4c3CCN1C(=O)[C@@H](CC(=O)NCCN1CCOCC1)C[C@@H]2C(=O)N1CCOCC1
-5% | 37% | 2% | 3% | 2% | -18% | -1% | 45µM* | -16% | Cc1ccc(-n2[nH]c(=O)c(-c3ccccn3)c2C)cc1
-16% | -6% | 23% | ? | -2% | -3% | 20µM* | 56µM* | -8% | N/C(=N\OC(=O)c1ccc([N+](=O)[O-])cc1Cl)c1ccccn1
-20% | 6% | 18% | 53% | 0% | -6% | 25%[12.7 µM] | -29% | 0% | Cc1ccc(S(=O)(=O)NNC(=S)Nc2cccc(C)c2C)cc1
-4% | 10% | 4% | -14% | 2% | -11% | 7%[12.7 µM] | -1% | -9% | c1coc(-c2nnc(-c3cccs3)o2)c1
-15% | 41%[activator] | 2% | 4% | -3% | 1% | ? | -21% | -5% | COc1cc(NC(=S)Nc2ccc(N(C)C(C)=O)cc2)cc(OC)c1
/ | -1%[58.9 µM] | 3% | 13%[57.1 µM] | / | -1%[57.1 µM] | ? | / | / | CCNC(=O)[C@H]1O[C@@H](n2cnc3c(N)nc(NCCc4ccc(CCC(=O)O)cc4)nc32)[C@H](O)[C@H]1O
-9% | 7% | 19% | 22% | -5% | -7% | 10%[59 µM] | -3% | 1% | O=C(O)c1ccc2c(c1)ncn2C1CCCCCC1
-4%[60.1 µM] | ? | -7% | -21% | 0% | -15% | 17% | -33%[57.1 µM] | -10% | Cc1c(/C=C2\SC(=O)N(CC(=O)Nc3ccc4c(c3)OCO4)C2=O)c2ccccc2n1C
10% | ? | / | 4% | 2% | 3% | ? | ? | -9% | COc1ccc(-c2cc(OC(=O)c3ccc(F)cc3)c3c(C)oc(C)c3c(=O)c2)cc1OC
-8% | -27% | 9% | 1% | -1% | -4% | -11%[59 µM] | -31% | -9% | Cc1csc(N(C(=O)CCNC(=O)c2ccc([N+](=O)[O-])cc2)c2ccccc2)n1
-15% | 74%[activator] | 56%[activator] | / | / | 5% | / | / | / | CCN1CCN(c2ccc(S(=O)(=O)N3CCOCC3)cc2N)CC1
-11% | ? | / | 0% | -4% | 2% | 13µM* | -3% | -17% | Cc1cccc(NC(=O)c2c(N)sc3c2CCC(C)C3)c1 (stereo unspecified)
-5% | 10% | 0% | 1% | -10% | -13% | 49%[activator] | 16% | -16% | CCNc1nc(Oc2ccc(C#N)cc2)cc(C(F)(F)F)n1
-6% | -21% | / | 0% | 1% | -17% | 0%[59 µM] | 4% | -1% | CCOc1ccc(C2CC(=O)NC(NC(=O)c3cccc(Cl)c3)=N2)cc1 (stereo unspecified)
15% | 4% | -6% | 11% | 3% | -4% | -4% | 2% | 2% | COCCSc1nc2c(c(=O)[nH]c(=O)n2C)n1CCC(C)C
-27% | -1% | -3% | ? | -2% | -10% | -16%[59 µM] | -8% | -5% | Cc1c(Cl)cccc1NC(=O)CSCc1cc(=O)[nH][nH]1
-9% | ? | -8% | 31% | -11% | -15% | 2.8µM* | 79µM* | -3% | Cc1ccc(S(=O)(=O)C(C#N)c2nc3ccccc3nc2N2CCCC2)cc1C (stereo unspecified)

Some entries already given, reduced to Pol beta inh and POLK inh.
canonical_smiles	Pol beta inh	POLK inh
Cc1ccc(C(=O)Nc2cccc(C(F)(F)F)c2)cc1NC(=O)c1csc(-c2ccncc2)n1	?	-6%
O=C1CCN(C(=S)NCCc2ccccc2)CC1	-2%	-3%
Cc1csc(SCc2nnc(-c3ccc(Cl)cc3)o2)n1	4%	-2%
Cc1ccc2nc(SCC(=O)Nc3ccc4[nH]c(=O)[nH]c4c3)[nH]c2c1	/	-5%
